Screening data deposited in PubChem BioAssay by Johns Hopkins Ion Channel Center.
TRPC4 potent = allosterically enhances the mouse TRPC4 cation channel | HEK293 TRPC4beta/mu-opioid, DAMGO EC20, Fluo-4 Ca2+ flux; active compounds read high | actives 0.42% (n = 310,000) | B-score at 10 µM | Q9QUQ5;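 active = B-score of calcium response area above 5 SD of library B-scores, with initial fluorescence ratio within 5 SD of library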;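 note: B-score of integrated fluorescence ratio over time as area under calcium response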
TRPC4 inh = blocks the mouse TRPC4 cation channel; HEK293 TRPC4beta/mu-opioid, DAMGO-evoked Fluo4 calcium flux; active compounds read low; B-score at 10 µM; actives 0.39% (n = 300,000); AID 2247;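 active = B-score over 3 SD under the library average, no early fluorescence shift, positive overall ratio signal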
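material = TRPC4beta/mu-opioid receptor HEK293 cell line | probe or stimulus = sequential submaximal and maximal DAMGO stimulation | compound dosing = one concentration per compound | measured by = Fluo4 Ca2+ flux fluorescence | evaluation = integrated fluorescence ratio relative to baseline, converted to per-well B score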
TRPC6 inhibitor = mouse TRPC6 channel inhibition; Q61143; HEK293-TRPC6, membrane potential dye, ACh-evoked depolarization; active compounds read low; B-score at 10 µM; actives 1.1% (n = 310,000); AID 2553;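 active = B-score under library mean minus 3 SD, initial fluorescence not abnormally high, positive integrated signal ratio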;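 note: B-score derived from integrated fluorescence ratio over the kinetic read; more negative B-score means stronger inhibition of depolarization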
MrgX1 agonist = human MrgX1 receptor agonism, primary screen; actives 0.44% (n = 310,000); MrgX1-HEK293 cells, Fluo-4 calcium fluorescence, agonist mode; active compounds read high; Q96LB2; B-score at 10 µM;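 active = calcium response B-score plate-corrected fluorescence ratio at least 3 library SD, with starting fluorescence B-score inside 5 SD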
Target sequence (Q96LB2 whole entry, looked up): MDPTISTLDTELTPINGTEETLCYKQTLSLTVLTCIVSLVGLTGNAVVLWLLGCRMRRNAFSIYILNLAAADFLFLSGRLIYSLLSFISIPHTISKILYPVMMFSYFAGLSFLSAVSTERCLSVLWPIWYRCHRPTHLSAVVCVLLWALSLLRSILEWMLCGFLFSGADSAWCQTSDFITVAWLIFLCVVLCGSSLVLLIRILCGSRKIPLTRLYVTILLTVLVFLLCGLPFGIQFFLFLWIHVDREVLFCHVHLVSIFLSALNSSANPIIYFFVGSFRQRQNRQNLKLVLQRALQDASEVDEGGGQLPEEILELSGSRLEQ
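Material – MrgX1-expressing HEK293 cells · Input – 15,000 cells seeded per well · Dosing – compound as first of three additions · Times – overnight seeding, then 1 h dark dye loading · Measured by – kinetic Fluo-4 NW fluorescence of intracellular calcium · Read-out – B-scored fluorescence response ratio · Benchmarks – positive and negative control wells on each plate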
ANO1 activ = activators or potentiators of mouse TMEM16A chloride channel | actives 0.3% (n = 340,000) | AID 623877 | B-score at 10 µM | HEK293 TMEM16A/YFP-H148Q/I152L, iodide quench fluorescence; active compounds read low;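 active = fluorescence-ratio B-score plate-corrected deviation score at least 3 library SD below zero, with starting fluorescence score within 5 deviations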;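 note: channel opened by trigger with iodide after compound preincubation; score built on the fluorescence ratio of max minus min over baseline; more negative score means more quench and so TMEM16A activation or potentiation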
TRPC6 act = activators of mouse TRPC6 channel. AID 2550. HEK293-TRPC6 membrane potential dye fluorescence; active compounds read high. Q61143. actives 0.13% (n = 310,000). B-score at 10 µM;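 active = B-score of the integrated fluorescence ratio above library mean plus 3 SD, and starting fluorescence ratio within library mean plus 5 SD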;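 note: higher score means more depolarization so channel activation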
RGS4 inh = human RGS4 inhibition | P49798 | HEK293 M3R/RGS4 inducible, Fluo-4 calcium flux; active compounds read high; triggered by carbachol at its EC20 | B-score at 10 µM | actives 0.45% (n = 310,000) | AID 463165;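 active = B-score, a plate-corrected calcium signal, over three deviations above library mean, with baseline fluorescence within five deviations of library mean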;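 note: RGS4 expression induced by doxycycline in cells with stable M3 receptor; B-score is computed from the integrated fluorescence ratio over baseline after carbachol; higher B-score means a larger calcium signal and so more RGS4 inhibition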
Target sequence (P49798 whole entry, looked up): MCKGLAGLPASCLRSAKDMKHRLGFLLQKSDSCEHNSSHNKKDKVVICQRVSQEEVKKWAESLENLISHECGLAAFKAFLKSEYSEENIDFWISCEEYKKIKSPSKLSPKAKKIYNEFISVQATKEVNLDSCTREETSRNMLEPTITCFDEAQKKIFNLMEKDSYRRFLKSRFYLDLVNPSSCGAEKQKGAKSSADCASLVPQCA
MrgX1 allo act = allosterically activates human MrgX1 receptor signaling. Q96LB2. MrgX1-HEK293, Fluo-4 calcium flux, FDSS; active compounds read high. B-score at 10 µM. actives 0.63% (n = 310,000). AID 588675;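 active = plate-corrected calcium response at least 3 library SD above typical, normal starting fluorescence, not activating the receptor alone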;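 note: compound read alongside a low EC10 to EC30 dose of BAM8-22 agonist; peak minus trough fluorescence over baseline measured at the second addition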
TRPC4 act = activators of mouse TRPC4 channel. Q9QUQ5. B-score at 10 µM. HEK293 TRPC4beta/mu-opioid, Fluo4 calcium fluorescence; active compounds read high. actives 0.49% (n = 310,000);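 active = B-score above 5 SD of library B-scores, and initial fluorescence ratio not above library mean plus 5 SD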;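 note: positive B-score marks a calcium rise read as TRPC4 activation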
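Test system: HEK293 cells stably co-expressing mouse TRPC4beta and mu-opioid receptor | Schedule: Fluo4 dye loading 45 min at room temperature, 110 s recording | Measured by: Kinetic Fluo4 calcium fluorescence, 5 s baseline at 1 Hz | Evaluation: B score of integrated ratio | Controls: Buffer (low) and maximal DAMGO (high)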
ANO1 block = blocks the mouse calcium-activated chloride channel TMEM16A; HEK293 TMEM16A/YFP iodide influx fluorescence, ionomycin; normalized B-score (activity score, 25-100; higher = stronger inhibition) at 10 µM; actives 1.2% (n = 310,000); AID 588511;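 active = ratio plate-corrected score three or more library SD toward inhibition, starting fluorescence score within five deviations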;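 note: score derived from kinetic fluorescence span divided by baseline fluorescence per well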
MrgX1 antag = antagonists of human MrgX1 receptor; MRGX1-HEK293 calcium flux, Fluo-4, BAM8-22 antagonism; active compounds read low; B-score at 10 µM; actives 1.3% (n = 310,000); AID 588676;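 active = calcium-response B-score plate-corrected more than 3 library SD below zero, starting fluorescence within 5 deviations, no agonist response on first addition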;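 note: peak minus trough fluorescence over baseline after final BAM8-22 challenge near maximal dose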
* hit, by the source's call; i = inactive; . = not tested or not shown. Outcome played no part in choosing rows. About 5.8% of those tested had a hit in this group.

SMILES	TRPC4 potent	TRPC4 inh	TRPC6 inhibitor	MrgX1 agonist	ANO1 activ	TRPC6 act	RGS4 inh	MrgX1 allo act	TRPC4 act	ANO1 block	MrgX1 antag
COc1cc(-c2cn[nH]c2N)cc(OC)c1OC	i	i	i	i	i	i	i	i	i	i	i
COc1ccc(NS(=O)(=O)c2ccc3oc(=S)[nH]c3c2)cc1	i	i	i	i	i	i	i	i	i	i	i
CC(=S)/C=C1\Sc2ccccc2N1C	i	i	i	i	i	i	i	i	i	i	i
O=C(Nc1ccc(Cl)cn1)c1cc2ccccc2o1	i	i	i	i	i	i	i	i	i	i	i
CCOC(=O)CNC(c1ccccc1)c1cc(Br)ccc1NC(C)=O (stereo not given)	i	i	i	i	i	i	i	i	i	i	i
Cc1cc(C(=O)Nc2ccc(S(=O)(=O)Nc3nccs3)cc2)c(C)o1	i	i	i	i	i	i	i	i	i	i	i
COC(=O)c1ccc(C)c(NC(=O)COC(=O)C2CC3CCCC(C2)C3=O)c1 (stereo not given)	i	i	i	i	i	i	i	i	i	i	i
CC(=O)NCCn1c(C)cc2ccccc21	i	i	i	i	i	i	i	i	i	i	i
O=C(c1cccs1)N1CCCC(c2nc3c(nnn3Cc3ccccc3)c(=O)[nH]2)C1 (stereo not given)	i	i	i	i	i	i	i	i	i	i	i
S=C(NC1CCCCC1)N1CCn2cccc2C1c1ccncc1 (stereo not given)	i	i	i	i	i	i	i	i	i	i	i
COc1ccc(-c2cc(C)no2)cc1S(=O)(=O)N1CCCCC1	i	i	i	i	i	i	i	i	i	i	i
COc1ccc(NC(=O)CN(c2ccc(OC)cc2)S(=O)(=O)c2c(C)nn(C)c2C)cc1	i	i	i	i	i	i	i	i	i	i	i

Compounds listed so far that have a halogen (two):
SMILES	TRPC4 potent	TRPC4 inh	TRPC6 inhibitor	MrgX1 agonist	ANO1 activ	TRPC6 act	RGS4 inh	MrgX1 allo act	TRPC4 act	ANO1 block	MrgX1 antag
O=C(Nc1ccc(Cl)cn1)c1cc2ccccc2o1	i	i	i	i	i	i	i	i	i	i	i
CCOC(=O)CNC(c1ccccc1)c1cc(Br)ccc1NC(C)=O (stereo not given)	i	i	i	i	i	i	i	i	i	i	i

Later entries
SMILES	TRPC4 potent	TRPC4 inh	TRPC6 inhibitor	MrgX1 agonist	ANO1 activ	TRPC6 act	RGS4 inh	MrgX1 allo act	TRPC4 act	ANO1 block	MrgX1 antag
CCCCNC(=O)NCC(=O)Nc1ccc(F)c(F)c1	i	i	i	i	i	i	i	i	i	i	i
COC(=O)c1c(NC(=O)c2ccn(C)n2)sc2c1CCC2	i	i	i	i	i	i	i	i	i	i	i
Cc1nc2ccccc2c(C)c1CC(=O)OC(C)C(=O)NC1(C#N)CCCCC1 (stereo not given)	i	i	i	i	i	i	i	i	i	i	i
COC(=O)[C@@H](Cc1c[nH]c2ccccc12)NC(=O)c1ccc2c(c1)OCO2	i	i	i	i	i	i	i	i	i	i	i
COc1ccc(/C=C2/C(=O)N(c3ccccc3)N=C2C)c(OC)c1	i	i	i	i	i	i	i	i	i	i	i
O=C(COC(=O)c1ccc(=O)[nH]c1)Nc1cccc(S(=O)(=O)N2CCOCC2)c1	i	i	i	i	i	i	i	i	i	i	i
COc1cc2c(cc1OC)C(c1cccc(OC)c1OC)CC(=O)N2 (stereo not given)	i	i	i	i	i	i	i	i	i	i	i
Cc1cc(Cl)cc(Br)c1OCCNCC(C)O (stereo not given)	i	i	i	i	i	i	i	i	i	i	i
Cc1ccc(N2CC(C(=O)OCC(=O)C(C)(C)C)CC2=O)cc1 (stereo not given)	i	i	i	i	i	i	i	i	i	i	i
COc1ccccc1NS(=O)(=O)c1cn(C)cn1	i	i	i	i	i	i	i	i	i	i	i
CC(C)N1CCN(CC2COc3ccccc3O2)CC1 (stereo not given)	i	i	i	i	i	i	i	i	i	i	i
CCOc1ccc(OCCC(=O)OCC(=O)NC2CC2)cc1	i	i	i	i	i	i	i	i	i	i	i
CCCCCOc1ccc(Br)cc1CSC(=N)N	i	i	-6.4*	.	-7.7*	i	i	.	i	.	.
Cc1ccc(S(=O)(=O)N(C)C)cc1NC(=O)C1CCCC1	i	i	i	i	i	i	i	i	i	i	i
Cc1ccc(C(=O)n2nc(-c3cccnc3)nc2N)cc1	i	i	i	i	i	i	i	i	i	i	i
COc1ccc(C(C)NC(=S)NC2CCCC2)cc1OC (stereo not given)	i	i	i	i	i	i	i	i	i	i	i
CC(C)C(=O)N(Nc1nc2ccccc2s1)C(=O)C(C)C	i	i	i	i	i	i	i	i	i	i	i
Cc1ccc(C)c(NC(=O)CSc2nc3[nH]ncc3c(=O)[nH]2)c1	i	i	i	i	i	i	i	i	i	i	i
CCc1ccc2[nH]c(=O)c(C(c3nnnn3CCOC)N3CCN(c4ccccc4)CC3)cc2c1 (stereo not given)	i	i	i	i	i	i	i	i	i	i	i
Brc1ccc2ncnc(Nc3ccc(N4CCOCC4)cc3)c2c1	i	i	i	i	i	i	i	i	i	i	i
CCOP(=O)(CC(C(C)=O)C(O)c1ccccc1)OCC (stereo not given)	i	i	i	i	i	i	i	i	i	i	i
COc1ccccc1CNC(=O)C1CC2Cn3c(nc4cc5ccccc5cc43)C2N1C (stereo not given)	i	i	i	i	i	i	i	i	i	i	i
CC(C)CCC(C(=O)NC(C)c1ccccc1)C(=O)NC(C)c1ccccc1 (stereo not given)	i	i	i	i	i	i	i	i	i	i	i
COc1cc(C(=O)OCCn2c(=O)c3c(ncn3CCN(C)C)n(C)c2=O)cc(OC)c1OC	i	i	i	i	i	i	i	i	i	i	i
O=C(Nc1nc2ccccc2[nH]1)c1ccc(Cl)cc1	i	i	i	i	i	i	i	i	i	i	i
Cc1ccc(S(=O)(=O)c2c(N)n(Cc3ccco3)c3nc4ccccc4nc23)cc1	i	i	i	i	i	i	i	i	i	i	i
Cc1cccc(NC(=O)c2cc(-c3cc(Cl)ccc3O)n[nH]2)c1	i	i	i	i	i	i	i	i	i	i	i
O=C(Nc1ccccc1)Nc1ccc(F)c([N+](=O)[O-])c1	i	i	i	i	i	i	i	i	i	25*	i
COCCOC(=O)c1c(C)nc(SCC(=O)Nc2ccc(OC)cc2)c(C#N)c1-c1ccco1	i	i	i	i	i	i	i	i	i	i	i
COc1ccc(CCNc2nc(C)cc(C)c2C#N)cc1OC	i	i	i	i	i	i	i	i	i	i	i
O=C(Nc1ccc(C(F)(F)F)cc1)c1ccc(NC(=O)C2CCCO2)cc1 (stereo not given)	i	i	i	i	i	i	i	i	i	i	i
CN1C[C@@H]2C[C@@H](C3=Cc4cc(Cl)ccc4OC3)N3CCC[C@@]23C1=O	i	i	i	i	i	i	i	i	i	i	i
O=C(Nc1ccccc1)c1ccc(S(=O)(=O)N2CCCCC2)cc1	i	i	i	i	i	i	i	i	i	i	i
Cn1c(SCC(=O)NNC(=O)Nc2ccc(Cl)cc2)nnc1-c1ccccc1	i	i	i	i	.	i	i	i	i	i	i
O=C(OCCN1CCOCC1)c1ccccc1	i	i	i	i	i	i	i	i	i	i	i
COc1cc(C(=O)NC(=S)NC(C)C)cc(OC)c1OC	i	i	i	i	i	i	i	i	i	i	i
NC(=S)n1[nH]c(-c2ccc([N+](=O)[O-])cc2)c(N=Nc2ccc(O)cc2)c1=O	i	i	i	i	i	i	i	i	i	i	i
CC(C)(C)c1ccc(-c2nnc3sc(-c4ccncc4)nn23)cc1	.	.	.	i	i	.	.	i	.	i	i
CCCn1c(SCC(=O)Nc2nc(C)cs2)nnc1-c1cccnc1	.	.	.	i	i	.	.	i	.	i	i
CN(C)Cc1ccccc1Sc1ccccc1Br	i	i	i	i	i	i	i	i	i	i	i
COC(=O)c1oc2ccccc2c1N	i	i	i	i	i	i	i	i	i	i	i
COc1ccc(NC(=O)CSc2nnc3ccc(-c4ccncc4)nn23)cc1	i	i	i	i	i	i	i	i	i	i	i
CCOC(=O)c1sc2ncn(/N=C/N(C)C)c(=O)c2c1C	i	i	i	i	i	i	i	i	i	i	i
CCC(=O)OCC(=O)c1cc(C)n(-c2ccc(Br)cc2)c1C	i	i	i	i	i	i	i	i	i	i	i
COc1cc(/C=N/NC(=O)c2ccccc2)ccc1OS(=O)(=O)c1ccccc1	i	i	i	i	i	i	i	i	i	i	i
Cc1cc(C(=O)COC(=O)c2ccc(CO)cc2)c(C)n1CC1COc2ccccc2O1 (stereo not given)	i	i	i	i	i	i	i	i	i	i	i
COc1ccc2nc(NC(=O)CSc3nc(C)cc(C)n3)sc2c1	i	i	i	i	i	i	i	i	i	i	i
Cn1c(SCC(=O)N/N=C/c2cccs2)nc2ccccc21	i	i	i	i	i	i	i	i	i	i	i
Cn1c(=O)n(C)c2cc(S(=O)(=O)NCc3ccco3)ccc21	i	i	i	i	i	i	i	i	i	i	i
Cc1ccc(-c2cc(C(=O)N3CCCc4ccccc43)c3ccccc3n2)cc1	i	.	i	i	i	i	i	i	i	i	i
Cn1c(SCC(=O)Nc2nccs2)nnc1-c1ccncc1	i	i	i	i	i	i	i	i	i	i	i
COCCn1c(Cc2ccccc2)nnc1SCC(=O)Nc1cc(C)on1	i	i	i	i	i	i	i	i	i	i	i
CCCC(=O)Nc1c(C(=O)OCC)oc2ccccc12	i	i	i	i	i	i	i	i	i	i	i
COc1ccccc1/C=N/NC(=O)CN(C1=NS(=O)(=O)c2ccccc21)c1ccccc1	i	i	i	i	i	i	i	i	i	i	i
CCCN(CC(=O)Nc1ccccc1C)C(=O)COc1c(Cl)cccc1Cl	i	i	i	i	i	i	i	i	i	i	i
CN1c2ccsc2C(O)=C(C(=O)Nc2ccccc2)S1(=O)=O	i	i	i	i	i	i	i	i	i	i	i
C/C(CCc1ccc2c(c1)OCO2)=N\N=C(/N)SC1CC(=O)N(c2ccc(Cl)cc2)C1=O (stereo not given)	i	i	i	i	i	i	i	i	i	i	i
COc1ccc(C(=O)/C(=C/c2cccs2)c2nc3ccccc3o2)cc1	i	i	i	i	i	i	i	i	i	i	i
